# Screening data: PubChem BioAssay, Broad Institute
# mut p53 react: restores mutant p53 pathway signaling in SW480 cells; SW480 PUMA-promoter luciferase, p53 mutant reactivation; activation, % at 9.98 µM; 1.5% of 28,000 active; AID 624151; in the data active = activation above about 52%; inconclusive = no clear call, values can overlap the other calls
# STK33 inh: inhibitors of human STK33 kinase. ADP-Glo luminescence, MBP substrate. inhibition, % at 12.5 µM. 0.44% of 27,000 active. AID 2322; in the data active = inhibition above about 20%; inconclusive = no clear call, values can overlap the other calls
# Target sequence (Q9BYT3 whole entry, looked up): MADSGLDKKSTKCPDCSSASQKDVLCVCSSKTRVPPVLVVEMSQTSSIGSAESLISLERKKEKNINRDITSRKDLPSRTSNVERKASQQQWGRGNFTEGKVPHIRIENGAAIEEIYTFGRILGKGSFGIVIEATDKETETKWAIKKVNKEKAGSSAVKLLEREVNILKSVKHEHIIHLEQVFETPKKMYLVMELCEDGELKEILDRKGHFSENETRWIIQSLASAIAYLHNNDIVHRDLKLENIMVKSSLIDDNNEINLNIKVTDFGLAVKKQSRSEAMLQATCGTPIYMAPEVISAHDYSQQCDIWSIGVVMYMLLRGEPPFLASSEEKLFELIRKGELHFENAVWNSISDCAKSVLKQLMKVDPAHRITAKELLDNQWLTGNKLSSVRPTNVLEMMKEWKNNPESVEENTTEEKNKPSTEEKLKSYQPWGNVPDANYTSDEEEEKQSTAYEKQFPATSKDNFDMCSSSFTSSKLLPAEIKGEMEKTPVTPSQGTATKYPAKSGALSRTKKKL
# * hit, by the source's call; ? = inconclusive; . = no result given. Only part of the results is shown; rates above refer to the full screens.
SMILES,mut p53 react,STK33 inh
CCOC(=O)Cn1c2ccc(Cl)cc2c2nc3ccccc3nc21,-7,0
[N-]=[N+]=NCc1ccccc1C[C@]1(C(=O)NCC(O)CO)COC(c2ccc(OCCCO)cc2)=N1 (some centres not stated),.,-5
C[C@H]1CN([C@@H](C)CO)S(=O)(=O)c2ccc(C3=CCCC3)cc2O[C@H]1CN(C)S(=O)(=O)c1cn(C)cn1,-10,.
C[C@H](CO)N1C[C@H](C)[C@H](CN(C)Cc2ccncc2)Oc2ncc(C#CCC3CCCC3)cc2C1=O,6,2
O=C(Nc1ccc(Br)c2cccnc12)c1ccc(Cn2cc(Cl)cn2)o1,5,3
Cc1noc(C)c1S(=O)(=O)N(C)C[C@@H]1Oc2ccc(NC(=O)Nc3ccc(C(F)(F)F)cc3)cc2CC(=O)N([C@H](C)CO)C[C@@H]1C,-16,.
C[C@H]1CN([C@@H](C)CO)C(=O)CCCn2cc(nn2)CO[C@H]1CN(C)C(=O)Nc1ccc(N2CCCCC2)cc1,3,6
COCCCN=C1NS(=O)(=O)c2ccccc21,-4,0
C[C@@H]1CN([C@@H](C)CO)C(=O)c2cc(NS(=O)(=O)c3ccc(F)cc3)ccc2O[C@H]1CN(C)C(=O)Nc1cccc2ccccc12,.,4
O=S(=O)(c1ccccc1)c1nc(-c2ccccc2F)oc1NCc1cccnc1,-12,2
O=C(O)c1cc(F)cc(C(F)(F)F)c1,.,1
CCOC(=O)c1cc(NC(=O)CSc2nc3ccccc3s2)ccc1Cl,-12,0
C[C@@H]1CN([C@H](C)CO)C(=O)CCCn2cc(nn2)CO[C@H]1CN(C)C(=O)Oc1ccccc1,.,3
Cc1noc(C)c1S(=O)(=O)Nc1cccc2c1O[C@@H](CN(C)Cc1ccc(C(=O)O)cc1)[C@@H](C)CN([C@H](C)CO)C2=O,2,.
Cc1noc(C)c1NC(=O)Nc1ccc2c(c1)CC(=O)N([C@H](C)CO)C[C@@H](C)[C@H](CN(C)Cc1ccc(Oc3ccccc3)cc1)O2,.,-1
C[C@H]1CN([C@@H](C)CO)C(=O)Cc2cc(NC(=O)C3CC3)ccc2O[C@@H]1CN(C)C(=O)Nc1cccc2ccccc12,-3,2
CCOc1ccccc1NC(=O)CSc1n[nH]c(N)n1,-3,-5
CSc1ccccc1-n1nnnc1SCC(=O)Nc1ccccc1Cl,-6,-1
Oc1ccc(-c2nc(-c3ccc(F)cc3)c(-c3ccncc3)[nH]2)cc1,.,9
Cc1noc(C)c1NC(=O)N(C)C[C@H]1Oc2ccc(NC(=O)Nc3ccc4c(c3)OCO4)cc2CC(=O)N([C@H](C)CO)C[C@@H]1C,20,.
Cc1nc(NCC2CCCO2)c2c(C)c(C)sc2n1 (configuration not stated),-6,-2
Cc1ccc(-c2nnc(SCC(=O)Nc3ccc(Br)c(Cl)c3)n2C)cc1,-12,-2
Cc1cccc(CN(C)C[C@@H]2Oc3ncc(-c4cccc(F)c4)cc3C(=O)N([C@H](C)CO)C[C@@H]2C)c1,.,-2
C[C@@H]1CCCCO[C@H](CN(C)S(=O)(=O)c2ccc(Cl)cc2)[C@@H](C)CN([C@H](C)CO)C(=O)c2cc(NC(=O)Nc3ccc(F)cc3)ccc2O1,.,2
CNC[C@@H]1Oc2c(NS(=O)(=O)c3ccc(Cl)cc3)cccc2C(=O)N([C@H](C)CO)C[C@H]1C,5,.
Cc1ccc(C)c(N(CC(=O)Nc2cccc([N+](=O)[O-])c2C)S(C)(=O)=O)c1,-2,-1
C[C@H](CO)N1C[C@H](C)[C@H](CN(C)S(C)(=O)=O)Oc2ccc(NC(=O)NC3CCCCC3)cc2C1=O,.,0
Cc1noc(C)c1S(=O)(=O)Nc1ccc2c(c1)C(=O)N([C@H](C)CO)C[C@@H](C)[C@H](CN(C)C(=O)Nc1ccccc1)O2,10,.
C[C@H]1CN([C@@H](C)CO)C(=O)c2cc(NC(=O)Nc3ccc(F)cc3)ccc2O[C@@H]1CN(C)C(=O)NC1CCCCC1,3,.
O=C(NCCN1CCOCC1)[C@@]1(Cc2ccccc2)COC(c2ccc(OCCCO)cc2)=N1,.,-8
C[C@H]1CN([C@@H](C)CO)C(=O)Cc2cc(NC(=O)NC3CCCCC3)ccc2O[C@H]1CN(C)C(=O)NC1CCCCC1,-6,.
O=C(CSc1ncn(-c2ccccc2)n1)Nc1ccc2c(c1)OCCO2,-6,-2
C[C@H](CO)N1C[C@H](C)[C@@H](CN(C)C(=O)Nc2cccc3ccccc23)Oc2c(NS(C)(=O)=O)cccc2C1=O,-12,.
CCC1NC(=O)c2cc(S(N)(=O)=O)c(Cl)cc2N1 (configuration not stated),10,-25
CC(Sc1nc(N)cc(=O)[nH]1)C(=O)Nc1cccc(Cl)c1 (configuration not stated),-15,0
CCc1ccc(CCC(=O)Nc2ccc3ccccc3c2)o1,35,2
CS(=O)(=O)N(CC(=O)Nc1cccc(Cl)c1Cl)c1cc(C(F)(F)F)ccc1Cl,-4,-1
COc1ccc(S(=O)(=O)Nc2ccc3c(c2)C(=O)N([C@@H](C)CO)C[C@@H](C)[C@H](CN(C)S(=O)(=O)c2cn(C)cn2)OCCCC[C@@H](C)O3)cc1,18,.
C[C@H]1CN([C@@H](C)CO)C(=O)Cc2cc(NC(=O)C3CCCCC3)ccc2O[C@@H]1CN(C)Cc1ccc(C(=O)O)cc1,.,5
C[C@H]1CN([C@@H](C)CO)C(=O)c2cccc(NS(=O)(=O)c3cccs3)c2O[C@H]1CN(C)C(=O)Nc1ccc(C(F)(F)F)cc1,-3,.

# 14 compounds out of the list, sorted by molecular weight, smallest number first.
SMILES,mut p53 react,STK33 inh
CCc1ccc(CCC(=O)Nc2ccc3ccccc3c2)o1,35,2
CC(Sc1nc(N)cc(=O)[nH]1)C(=O)Nc1cccc(Cl)c1 (configuration not stated),-15,0
O=C(CSc1ncn(-c2ccccc2)n1)Nc1ccc2c(c1)OCCO2,-6,-2
Cc1ccc(-c2nnc(SCC(=O)Nc3ccc(Br)c(Cl)c3)n2C)cc1,-12,-2
O=C(NCCN1CCOCC1)[C@@]1(Cc2ccccc2)COC(c2ccc(OCCCO)cc2)=N1,.,-8
CS(=O)(=O)N(CC(=O)Nc1cccc(Cl)c1Cl)c1cc(C(F)(F)F)ccc1Cl,-4,-1
CNC[C@@H]1Oc2c(NS(=O)(=O)c3ccc(Cl)cc3)cccc2C(=O)N([C@H](C)CO)C[C@H]1C,5,.
C[C@H](CO)N1C[C@H](C)[C@H](CN(C)S(C)(=O)=O)Oc2ccc(NC(=O)NC3CCCCC3)cc2C1=O,.,0
C[C@H](CO)N1C[C@H](C)[C@@H](CN(C)C(=O)Nc2cccc3ccccc23)Oc2c(NS(C)(=O)=O)cccc2C1=O,-12,.
C[C@H]1CN([C@@H](C)CO)C(=O)Cc2cc(NC(=O)C3CCCCC3)ccc2O[C@@H]1CN(C)Cc1ccc(C(=O)O)cc1,.,5
Cc1noc(C)c1S(=O)(=O)Nc1ccc2c(c1)C(=O)N([C@H](C)CO)C[C@@H](C)[C@H](CN(C)C(=O)Nc1ccccc1)O2,10,.
C[C@H]1CN([C@@H](C)CO)C(=O)c2cccc(NS(=O)(=O)c3cccs3)c2O[C@H]1CN(C)C(=O)Nc1ccc(C(F)(F)F)cc1,-3,.
C[C@@H]1CCCCO[C@H](CN(C)S(=O)(=O)c2ccc(Cl)cc2)[C@@H](C)CN([C@H](C)CO)C(=O)c2cc(NC(=O)Nc3ccc(F)cc3)ccc2O1,.,2
COc1ccc(S(=O)(=O)Nc2ccc3c(c2)C(=O)N([C@@H](C)CO)C[C@@H](C)[C@H](CN(C)S(=O)(=O)c2cn(C)cn2)OCCCC[C@@H](C)O3)cc1,18,.

# Carrying on.
SMILES,mut p53 react,STK33 inh
O=C(CCC(=O)c1ccc(-c2ccccc2)cc1)Nc1cccnc1,2,0
Cc1ncc([N+](=O)[O-])n1CC(C)O (configuration not stated),4,-2
CC(C)(C)C(=O)Nc1ccc2c(c1)C(=O)C(=O)c1ccccc1-2,22,-2
C[C@H]1CN([C@@H](C)CO)C(=O)Cc2cc(NC(=O)CCN3CCOCC3)ccc2O[C@H]1CN(C)C(=O)Nc1ccc(C(F)(F)F)cc1,.,-2
C[C@H]1CN([C@@H](C)CO)C(=O)c2cccc(NC(=O)NC3CCCCC3)c2O[C@@H]1CN(C)S(=O)(=O)c1cn(C)cn1,-3,.
O=C(C[C@@H]1C[C@@H]2c3cc(NC(=O)C4CCC4)ccc3O[C@@H]2[C@@H](CO)O1)NCc1ccccc1F,7,.
C[C@H](CO)N1C[C@H](C)[C@@H](CN(C)CC2CCCCC2)Oc2ccc(N(C)C)cc2C1=O,8,-6
O=C(NCC[C@@H](CNC(=O)c1cccc(O)c1O)NC(=O)c1cccc(O)c1O)c1cccc(O)c1O,.,5
C[C@@H]1CN([C@@H](C)CO)C(=O)Cc2cc(NC(=O)CCC(F)(F)F)ccc2O[C@@H]1CN(C)C(=O)Nc1ccc(C(F)(F)F)cc1,.,-1
COCC#Cc1ccc2c(c1)O[C@@H](CN(C)Cc1cccnc1)[C@@H](C)CN([C@@H](C)CO)S2(=O)=O,-4,.
C[C@H]1CN([C@@H](C)CO)C(=O)CCCn2cc(nn2)CO[C@H]1CN(C)C(=O)Nc1ccnc(N2CCOCC2)c1,5,3
Cc1noc(C)c1S(=O)(=O)N(C)C[C@@H]1Oc2c(NC(=O)c3ccc(-c4nccs4)cc3)cccc2C(=O)N([C@@H](C)CO)C[C@H]1C,-7,.
O=C(NCc1nc2ccccc2[nH]1)c1c(F)c(F)c(F)c(F)c1F,8,-1
CC1CCC2(C)C(C(=O)O)=CCCC2C1(C)CCC1=CC(O)OC1=O (configuration not stated),2,2
COc1cc(NC(=O)C2c3ccccc3Oc3ccccc32)c(OC)cc1NC(=O)c1ccccc1,-11,5
Cc1cc2c([nH]c3ccccc32)c2c1OC(C)(C)C=C2,?,-4
C[C@@H]1CN([C@H](C)CO)C(=O)c2cc(C#CCc3ccccc3)cnc2O[C@H]1CN(C)Cc1cccc(F)c1,1,.
CCOc1ccccc1-c1nc(SCC(=O)Nc2ccc(I)cc2)n[nH]1,16,-2
C[C@@H]1CN([C@H](C)CO)C(=O)c2cc(NS(C)(=O)=O)ccc2O[C@@H](C)CCCCO[C@@H]1CN(C)C,17,.
Cc1nn(-c2ccccc2)c(CC(C)(C)C(=O)O)c1C(=O)O,5,-1
CCn1c(SCC(=O)Nc2ccc(Cl)cc2Cl)nnc1-c1ccc(Cl)c(Cl)c1,-16,6
C[C@H]1CN([C@@H](C)CO)C(=O)Cc2cc(NC(=O)c3ccncc3)ccc2O[C@@H]1CN(C)CC1CC1,3,2
COc1ccc(CNCCSc2nnnn2C)cc1,1,0
C[C@@H]1CN([C@@H](C)CO)C(=O)c2cc(NC(=O)Cc3ccccc3)ccc2O[C@@H]1CN(C)CC1CC1,13,.
C[C@@H]1CN([C@H](C)CO)C(=O)Cc2cc(NC(=O)CCN3CCOCC3)ccc2O[C@H]1CN(C)S(=O)(=O)c1cccs1,3,0
C[C@@H]1CN([C@H](C)CO)C(=O)Cc2cc(NC(=O)CCN3CCOCC3)ccc2O[C@@H]1CN(C)S(=O)(=O)c1cccs1,11,1
C[C@H]1CN([C@@H](C)CO)S(=O)(=O)c2ccc(C#CC3CCCCC3)cc2O[C@@H]1CN(C)C(=O)Cc1ccncc1,-36,.
OCCN1CCN(CC(O)COc2ccc3c(c2)CCC3)CC1 (configuration not stated),11,1
Cc1noc(C)c1NC(=O)N(C)C[C@H]1OCCCC[C@@H](C)Oc2ccc(NS(=O)(=O)c3cn(C)cn3)cc2C(=O)N([C@@H](C)CO)C[C@@H]1C,3,.
CCn1c2ccccc2c2cc(NC(=O)CCCN3C(=O)CCC3=O)ccc21,-12,-2
CC(=O)O[C@@H]1[C@@H](O)[C@H](C)O[C@@H](Oc2c(-c3ccc(O)cc3)oc3cc(O[C@@H]4O[C@@H](C)[C@H](O)[C@@H](O)[C@H]4O)cc(O)c3c2=O)[C@@H]1O,10,-1
CC(C)NC(=O)N(C)C[C@@H]1OCCCC[C@H](C)Oc2ccc(NC(=O)Nc3ccc(C(F)(F)F)cc3)cc2C(=O)N([C@@H](C)CO)C[C@@H]1C,-54,.
C[C@@H]1CN([C@H](C)CO)C(=O)Cc2cc(N(C)C)ccc2O[C@H]1CN(C)C(=O)Nc1ccc(F)cc1,.,1
CC(=O)c1c(C)nn(CC(O)COc2ccc3c(c2)CCC3)c1C (configuration not stated),-15,0
c1ccc(-c2nnc(OCc3cccnc3)c3ccccc23)cc1,17,-1
O=C(CN1CCCC1)Nc1sc2c(c1C(=O)Nc1ccc(Br)cc1)CCC2,-17,-3
COc1ccc(-c2coc3c(O)c(OC)ccc3c2=O)cc1,.,2
C[C@@H]1CN([C@H](C)CO)S(=O)(=O)c2ccc(C#CC3CC3)cc2O[C@H]1CN(C)C(=O)c1cnccn1,-1,.
CCN(CC)CCOCCOC(=O)C1(c2ccccc2)CCCC1,.,2
C[C@@H]1CN([C@@H](C)CO)C(=O)c2cc(NC(=O)Nc3ccc(F)cc3)ccc2O[C@@H](C)CCCCO[C@@H]1CN(C)C(=O)Cc1ccccc1,-2,.
C[C@H](CO)N1C[C@H](C)[C@H](CN(C)C(=O)Nc2ccc(C(C)(C)C)cc2)OCc2cnnn2CCCC1=O,11,-1
C[C@@H]1CCCCO[C@@H](CN(C)S(C)(=O)=O)[C@@H](C)CN([C@H](C)CO)C(=O)c2cc(NS(C)(=O)=O)ccc2O1,.,-4
COc1ccc(NC(=O)N(C)C[C@@H]2Oc3ccc(NC(=O)CCC(F)(F)F)cc3C(=O)N([C@@H](C)CO)C[C@@H]2C)cc1,.,0
O=C1N[C@@H](Cc2ccccc2)C(=O)N2[C@@H]1C[C@@H](C(=O)NCc1ccc(F)cc1)[C@H]2c1cccc(OCCO)c1,.,-1
C[C@@H]1CN([C@@H](C)CO)C(=O)Cc2cc(NC(=O)CCC(F)(F)F)ccc2O[C@@H]1CN(C)S(=O)(=O)c1cccs1,.,-2
C[C@@H]1CCCCO[C@H](CN(C)S(C)(=O)=O)[C@@H](C)CN([C@H](C)CO)C(=O)c2cc(NC(=O)Nc3ccc(C(F)(F)F)cc3)ccc2O1,.,2
CN(C)CCCN1c2ccccc2CCc2ccccc21,.,0
O=C(CSc1nnc(-c2ccncc2)n1-c1ccccc1)Nc1ccc(C(=O)O)cc1,-5,10
